Screening data as filed in PubChem.
DUSP3 inh = VHR1 (DUSP3) phosphatase inhibition | recombinant VHR phosphatase, colorimetric substrate read-out | actives 0.7% (n = 50,000) | P51452 | AID 1992 | inhibition, % at 20 µM; in the data active = inhibition above about 60%; note: some results filed as inactive read as strong as hits
Target sequence (P51452 whole entry, looked up): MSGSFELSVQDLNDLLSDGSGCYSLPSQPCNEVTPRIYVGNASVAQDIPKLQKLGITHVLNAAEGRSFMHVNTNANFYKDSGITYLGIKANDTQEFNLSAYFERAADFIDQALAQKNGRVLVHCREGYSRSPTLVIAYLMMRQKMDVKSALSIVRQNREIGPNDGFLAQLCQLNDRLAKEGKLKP
* = called active by the depositor.

canonical_smiles	DUSP3 inh
O=C(Nc1nc(-c2ccc(Cl)cc2)cs1)C1CC2CCC1C2 (centres undefined)	-11
O=C(Nc1ccc2c(c1)Cc1ccccc1-2)c1cc(Br)ccc1Cl	4
COC(=O)C1=C(C)NC(=S)NC1c1ccc(Cl)cc1 (centres undefined)	78
COCCCNC(=O)C(=O)Nc1ccc(Cl)cc1	-4
CC1(C)CC(Cc2ccccc2)(C(CO)CNCc2ccc(O)cc2)CCO1 (centres undefined)	-53
CC(C)CC(=O)N1CCN(Cc2ccccc2F)CC1	-16
COc1ccccc1CNC(=O)CN(c1ccc(Cl)cc1)S(C)(=O)=O	-3
COc1nc(N2C(C)CCCC2C)nc(N2C(C)CCCC2C)n1 (centres undefined)	-14
O=C(Nc1ccccc1Cl)C1CN(S(=O)(=O)c2ccccc2)CCN1S(=O)(=O)c1ccccc1 (centres undefined)	-2
CN(C)c1cccc(C(=O)Nc2ccccc2F)c1	1
Cc1ccc(C(=O)N/C(=C/c2cccnc2)C(=O)N2CCCC2)cc1	-16
CCCOC(=O)c1ccc(NC(=O)COc2ccc(C(C)C)cc2)cc1	-21
NNC(=O)c1n[nH]c2c1CCCCCCCCCC2	40
Cc1ccccc1/C=N/N1CCN(Cc2ccccc2Cl)CC1	-5
N=c1sc(Cc2ccccc2Cl)cn1CC(=O)c1ccc(Br)cc1	-4
CCOC(=O)c1c(C)[nH]c(/C=C2\C(=O)C=Cc3ccccc32)c1O	21
Cc1cc([N+](=O)[O-])c2[nH]c(C(=O)N/N=C/c3ccncc3)c(-c3ccccc3)c2c1	-9
COc1ccc(N2C(=O)CC(Cc3ccccc3OC)C2=O)cc1 (centres undefined)	-1
CC1CC(Nc2ccccc2)c2ccccc2N1C(=O)/C=C/c1ccco1 (centres undefined)	6
O=C(/C=C/c1ccccc1)NC(=S)Nc1cccc(C(F)(F)F)c1	0
CC(=O)c1cccc(NC(=O)/C=C/c2ccccc2)c1	-89
CCOc1ccc(NC(=O)/C(=C\c2cccnc2)NC(=O)c2ccc(C)cc2)cc1	4
CC1CCc2c(sc3nc(-c4cccs4)oc(=O)c23)C1 (centres undefined)	-16
Cc1cccc(C(=O)O/N=C(\c2ccncc2)c2ccc([N+](=O)[O-])cc2)c1	-5
Cc1ccc(N(C)C)cc1NC(=O)CCC(=O)O	6
COC(=O)c1ccc(NC(=O)CSC(N)=O)cc1	2
COc1ccc2oc(=O)c(-c3ccc(I)cc3)cc2c1	-4
O=C(Cc1ccccc1)N1CCN(Cc2ccc(F)cc2)CC1	13
O=S(=O)(Nc1cccnc1)c1cc(Cl)c(Cl)cc1Cl	-42
Cc1ccc(C(=O)Nc2ccccc2C(=O)NCCC(=O)O)cc1	-2
Cc1c(C2N3CC4(C)CN2CC(C)(C3)C4=O)c2ccccc2n1C (centres undefined)	-22
O=C1S/C(=C/c2ccccc2)C(=O)N1CNc1ccccc1F	-1
CC(=O)Nc1ccc(N2C(=O)C3C4c5ccccc5C(c5ccccc54)C3C2=O)cc1Cl (centres undefined)	-15
CCOC(=O)C(C)Oc1ccc2oc(C)c(C(=O)OCCOC)c2c1 (centres undefined)	3
Cc1ccc(S(=O)(=O)Nc2cccc3ccccc23)cc1[N+](=O)[O-]	-4
CCOC(=O)C1=C(O)/C(=C/c2cccc(Br)c2)SC1=Nc1ccccc1	-11
COc1ccc(-c2nnc(NC(=O)c3cccs3)s2)cc1OC	-46
Cc1cccc(N2CCN(C(=S)c3ccc(OCc4ccccc4)cc3)CC2)c1	-9
CC1=C(C(=O)Nc2ccc(Cl)cc2)C(c2ccccc2F)NC(=S)N1 (centres undefined)	7
CCOC(=O)C1=C(N)OC2=C(C(=O)CC(C)(C)C2)C1c1cccc(Br)c1 (centres undefined)	2
CCc1ccc(NC(=O)COc2ccc(C)cc2)cc1	-4
Oc1c(/C=C2/C=Nc3ccccc32)sc(=S)n1Cc1ccccc1	-12
C=CCOc1ccc(/C=C2\C(=O)C(C(=O)OC)=C(C)N2c2ccc(F)cc2)cc1	9
Cc1ccccc1/C=N/N1CCN(Cc2ccc(Cl)cc2)CC1	-5
CCOC(=O)c1c(NC(=O)c2ccc3c(c2)OCO3)sc(C(=O)Nc2ccccc2F)c1C	10
O=C(O)/C(=C\c1cccc(Br)c1)NC(=O)c1ccccc1	-2
O=C(N(c1cccc(C(F)(F)F)c1)C1C=CS(=O)(=O)C1)C(F)(F)F (centres undefined)	-20
O=C(CCC(=O)N/N=C/c1ccccc1C(F)(F)F)N/N=C/c1ccccc1C(F)(F)F	-22
COc1cc(N2C(=O)NC(=O)/C(=C\c3cc(I)c(O)c(OC)c3)C2=O)c(OC)cc1Cl	-19
CN(C)C=NC1=NN(c2ccccc2)CC1	-23

Remaining list, next part
canonical_smiles	DUSP3 inh
CN(C(=O)c1cccs1)c1ccccc1C(=O)O	-1
O=C(COc1ccccc1Cl)Nn1cnnc1	-30
COc1cccc2cc(C(=O)Nc3ccccc3C(=O)O)c(=O)oc12	12
COc1ccc(CN2CCN(Cc3c[nH]c4ccccc34)CC2)cc1	11
Cc1nnc(SC(=O)Cn2c3ccccc3c3ccccc32)s1	-21
COc1ccc(C(C)(C)C)cc1NC(=O)C1CC(=O)N(c2ccccc2)C1 (centres undefined)	77
CN1C(=O)/C(=C\c2ccc(OC(=O)c3ccc(Cl)cc3)cc2)SC1=S	-13
Cc1ccc(NC(=O)c2ccncc2)cc1	-2
O=C(CC(c1ccccc1)c1ccccc1)Nc1ccc2c(c1)OCO2	2
Cc1ccc(CNC(=O)C(=O)NCc2ccccc2)cc1	-15
CN1C(=O)C(=Cc2ccc(OCc3ccccc3F)cc2)C(=O)N(C)C1=O	2
CCCc1cc(=O)oc2cc(OCC(=O)c3ccc(F)cc3)ccc12	-2
NC1=NC(c2ccccc2)n2c(nc3ccccc32)N1 (centres undefined)	-27
COc1ccc(NC(=O)COc2ccccc2OC)c(OC)c1	14
O=[N+]([O-])c1ccc(CNC2CCCc3ccccc32)cc1 (centres undefined)	-18
COc1ccc(CNC(=O)c2cc3n(n2)C(C(F)(F)F)CC(c2ccc(Cl)c(Cl)c2)N3)cc1 (centres undefined)	-15
Cc1ccccc1-n1c(/C=C/c2ccc(Cl)cc2)nc2ccccc2c1=O	10
O=C1c2cccc3ccc(Cl)c(c23)C(=O)N1Oc1ccc([N+](=O)[O-])cc1[N+](=O)[O-]	-16
CC(C)OC(=O)c1c(NC(=O)c2cccnc2)sc2c1CCCCC2	-11
Cc1cc(OCCCCCCN2CCCC2)cc(C)c1Cl	-10

Part of the list above, with each value named:
> COc1ccc(NC(=O)COc2ccccc2OC)c(OC)c1
  DUSP3 inh = 14

> O=[N+]([O-])c1ccc(CNC2CCCc3ccccc32)cc1 (centres undefined)
  DUSP3 inh = -18

> COc1ccc(CNC(=O)c2cc3n(n2)C(C(F)(F)F)CC(c2ccc(Cl)c(Cl)c2)N3)cc1 (centres undefined)
  DUSP3 inh = -15

> Cc1ccccc1-n1c(/C=C/c2ccc(Cl)cc2)nc2ccccc2c1=O
  DUSP3 inh = 10

Other entries:
canonical_smiles	DUSP3 inh
CCc1nnc(NS(=O)(=O)c2ccc(NS(=O)(=O)c3ccc4ccccc4c3)cc2)s1	-12
CCOc1ccc(S(=O)(=O)N(CC(=O)NCc2ccco2)c2ccc(C)cc2)cc1	-37
O=C(Nc1nc(CC23CC4CC(CC(C4)C2)C3)cs1)c1ccc(F)cc1	-15
O=C(COc1ccccc1F)Nc1nc(-c2cccs2)c(NC(=O)c2ccccc2)s1	-31
Cc1ccnc(NS(=O)(=O)c2ccc3ccccc3c2)c1	23
O=C(Nc1ccc(N2CCOCC2)cc1)c1ccc(-c2ccccc2[N+](=O)[O-])o1	-2
O=[N+]([O-])c1ccc(Cl)c(N2CCCC2)c1	21
O=S(=O)(NCCN1CCOCC1)c1cc(Cl)ccc1Cl	-11
O=C(O)CCCC(=O)Nc1ccc(CC(=O)O)cc1	-10
O=C(CCC(=O)Nc1ccccc1)N/N=C/c1cccnc1	-2

The results go on.
Molecule	DUSP3 inh
COc1cc(C(O)C[N+](=O)[O-])ccc1OCc1ccccc1 (centres undefined)	4
CC1CCc2cc(F)ccc2N1C(=O)COc1ccc(Cl)cc1 (centres undefined)	-2
COC(=O)C1=CN(CCc2ccccc2)C=C(C(=O)OC)C1c1ccc(OC)c(OC)c1	-10
O=C(c1ccccc1Br)N1CCN(c2cc(N3CCCC3)c(F)cc2[N+](=O)[O-])CC1	3
COc1c(Br)cc(Cl)cc1/C=C1\C(=O)NC(=S)N(c2ccc(C)cc2)C1=O	4
CCCCOc1ccc(/C=C2/C=C(c3ccccc3)OC2=O)cc1	21
CC1(C)Cc2c(c(-c3ccccc3)[nH]c(=O)c2C#N)CO1	-27
Cc1cccc(C)c1NC(=S)NC(=O)/C=C/c1ccccc1	-26
C#CCSc1nc2ccccc2n1C(=O)c1ccc(S(=O)(=O)N2CCCCC2)cc1	-13
COc1ccccc1N1CCN(C(=O)c2ccccc2Oc2ccccc2)CC1	24
CCN(CC)S(=O)(=O)c1ccc(NC(=O)c2cccs2)cc1	-8
COc1cccc(/C=N/NC(=O)CSc2nnc(-c3ccccc3)n2-c2ccccc2)c1OC	15
CC(C)CC(=O)Nc1ccc(S(N)(=O)=O)cc1	-1
CC(=O)N1CCN(c2ccc([N+](=O)[O-])cc2Cl)CC1C (centres undefined)	-21
Cc1cccc(NC(=O)Nc2c(C)n(C)n(-c3ccccc3)c2=O)c1	10
CCOC(=O)C(CC)Oc1ccc2c(C)c(CC)c(=O)oc2c1 (centres undefined)	2
CCOC(=O)C1=C(C)NC2=C(C(=O)CCC2)C1c1ccc(I)cc1 (centres undefined)	1
COc1ccc(CCNC(=O)COc2ccc(C)cc2Br)cc1	-12
N#C/C(=C/c1ccc2c(c1)OCO2)C(=O)Nc1cccc(Br)c1	-3
O=C(CC1OC(=O)c2ccccc21)c1ccccc1 (centres undefined)	-4

Filtered by structure: those above with a CF3 group (4)
Molecule	DUSP3 inh
O=C(/C=C/c1ccccc1)NC(=S)Nc1cccc(C(F)(F)F)c1	0
O=C(N(c1cccc(C(F)(F)F)c1)C1C=CS(=O)(=O)C1)C(F)(F)F (centres undefined)	-20
O=C(CCC(=O)N/N=C/c1ccccc1C(F)(F)F)N/N=C/c1ccccc1C(F)(F)F	-22
COc1ccc(CNC(=O)c2cc3n(n2)C(C(F)(F)F)CC(c2ccc(Cl)c(Cl)c2)N3)cc1 (centres undefined)	-15

Carrying on:
Molecule	DUSP3 inh
CCOC(=O)CCc1c(C)nc2cc(-c3cccc(Cl)c3)[nH]n2c1=O	2
CCOC(=O)c1cc2n(n1)C(C(F)(F)F)CC(c1ccco1)N2 (centres undefined)	3
O=Cc1cccc(OCc2ccccc2F)c1	0
Cc1ccc2nc(N/N=C/c3ccc4ncccc4c3)nc(-c3ccccc3)c2c1	-11
O=S(=O)(Nc1ccc(O)c(-c2c(O)ccc3ccccc23)c1)c1cc(Cl)ccc1Cl	8
CCCC(=O)Nc1cccc(NC(=O)COc2ccc(Br)cc2)c1	-20
COc1ccc(NC(=O)C2=C(C)NC(=O)NC2c2ccccc2Br)cc1 (centres undefined)	3
CCN(CC)c1ccc(N2C(=O)/C(=C/c3ccc([N+](=O)[O-])cc3)SC2=S)cc1	-17
CCOc1ccccc1C=Nc1ccccc1-c1ccccc1N=Cc1ccccc1OCC	0
CCC(C)c1ccc(NC(=O)Cc2ccc(Cl)cc2)cc1 (centres undefined)	-15
COc1ccc(CNc2ncn[nH]2)cc1	-18
Nc1nonc1C(=O)NCCNC(=O)c1cccc(Br)c1	-16
Brc1ccc2[nH]c3c(c2c1)CCCC3=NCc1ccccc1	-9
Cc1cc([N+](=O)[O-])c(C)cc1-c1ccc(C=C2C(=O)NC(=O)NC2=O)o1	-8
Cc1cc(C)cc(-n2c(C)cc(C=C3C(=O)NC(=O)NC3=O)c2C)c1	-7
COc1ccc(C2C3COC(C)(C)CC3=NN2C(C)=O)cc1 (centres undefined)	-31
Cn1cnc2cc(NCc3ccc(Cl)cc3)ccc21	-2
Cc1c(NC(=O)CCN2C(=O)S/C(=C\c3ccc(Cl)cc3)C2=O)c(=O)n(-c2ccccc2)n1C	-5
CCN(CC)c1ccc(/C=c2\sc3n(c2=O)C(c2ccc(OC)cc2OC)C(C(C)=O)=C(C)N=3)c(OC)c1 (centres undefined)	-6
Cc1c(Cl)cccc1-c1ccc(C(=O)Nc2ccc(Cl)cc2)o1	-2
Cc1ccc(NC(=O)COc2ccc(Cl)cc2C)c([N+](=O)[O-])c1	16
Nc1[nH]nc2ncc3cc4ccccc4nc3c12	6
CN(CCS(=O)(=O)OCC(F)(F)F)c1ccc(C=O)cc1	-10
COc1ccc(C2(CNC(=O)c3cc4ccccc4o3)CCOCC2)cc1OC	-32
O=C(Nc1nccs1)c1ccc2c(c1)C(=O)N(C1CCCCC1)C2=O	10

Part of the list above in order of count of non-hydrogen atoms, ascending:
Molecule	DUSP3 inh
Nc1[nH]nc2ncc3cc4ccccc4nc3c12	6
CN(CCS(=O)(=O)OCC(F)(F)F)c1ccc(C=O)cc1	-10
Cc1ccc(NC(=O)COc2ccc(Cl)cc2C)c([N+](=O)[O-])c1	16

This is a subset; count on the stated rates, not on these rows.
